Source: PubChem BioAssay (Johns Hopkins Ion Channel Center)
Kir21 block = Kir2.1 (mouse) channel inhibition; P35561; B-score at 10 µM; 0.85% of 310,000 active; HEK293-Kir2.1, FluxOR thallium flux fluorescence; active compounds read low; AID 1672;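 active means fluorescence ratio B-score at or below minus 3 SD of library scores, with starting-brightness B-score within 2 SD, cut at about -4.2 in these data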;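 further: channel flux triggered by added potassium and thallium sulfate stimulus; B-score of peak minus minimum fluorescence over baseline after thallium stimulus; more negative B-score means stronger Kir2.1 block with less thallium influx; some compounds called inactive have numbers as strong as hits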
KCNQ2 inh = KCNQ2 potassium channel inhibitors, primary screen, cell-based, CHO-K1, FluxOR thallium flux, B-score (AID 2156); O88943; 20 min; active compounds read low; B-score at 10 µM; 1.1% of 310,000 active;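 active means fluorescence ratio B-score at most minus 3 library SDs, with starting brightness B-score within 2 library SDs, cut at about -5.5 in these data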
Target sequence (O88943 whole entry, looked up): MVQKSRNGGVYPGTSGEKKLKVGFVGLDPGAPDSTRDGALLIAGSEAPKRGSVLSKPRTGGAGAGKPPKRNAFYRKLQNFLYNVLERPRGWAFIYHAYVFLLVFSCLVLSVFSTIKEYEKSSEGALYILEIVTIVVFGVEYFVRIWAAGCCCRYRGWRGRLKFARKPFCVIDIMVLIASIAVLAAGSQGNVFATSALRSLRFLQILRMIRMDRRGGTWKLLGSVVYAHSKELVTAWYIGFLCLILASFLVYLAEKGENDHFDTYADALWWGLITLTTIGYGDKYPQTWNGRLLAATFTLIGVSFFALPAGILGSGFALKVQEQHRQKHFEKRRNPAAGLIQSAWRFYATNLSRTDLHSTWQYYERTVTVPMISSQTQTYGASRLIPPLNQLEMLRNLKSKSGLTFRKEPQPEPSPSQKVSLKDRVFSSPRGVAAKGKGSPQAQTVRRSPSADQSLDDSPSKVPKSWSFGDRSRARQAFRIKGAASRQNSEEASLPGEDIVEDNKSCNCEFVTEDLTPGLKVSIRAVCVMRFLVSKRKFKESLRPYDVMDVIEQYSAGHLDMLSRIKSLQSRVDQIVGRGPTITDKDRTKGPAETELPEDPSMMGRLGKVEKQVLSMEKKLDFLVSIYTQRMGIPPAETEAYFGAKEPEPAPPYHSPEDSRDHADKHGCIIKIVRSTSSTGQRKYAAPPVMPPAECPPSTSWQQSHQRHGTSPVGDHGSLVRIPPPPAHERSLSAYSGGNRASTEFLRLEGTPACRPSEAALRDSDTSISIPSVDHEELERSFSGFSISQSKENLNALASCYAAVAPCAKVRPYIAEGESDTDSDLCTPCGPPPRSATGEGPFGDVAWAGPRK
* marks the source's active call; other numbers are inactive results. Not a hit list; any-hit rate near 1.8%.

What do the screens show for `CC(C)(C)C(=O)Nc1sc(-c2ccccc2)cc1C(=O)O`?
Kir21 block: -0.35; KCNQ2 inh: inactive

What do the screens show for `CC(=O)Nc1ccc(S(=O)(=O)N2CCN(c3nc4ccccc4n3CC(C)C)CC2)cc1`?
Kir21 block: -1.34; KCNQ2 inh: inactive

How did CC(C)Oc1ccc(CCc2nnc(SC(C)C(=O)O)n2-c2ccccc2)cc1 (stereo not given) do in these assays?
Kir21 block: -0.56; KCNQ2 inh: inactive

Results for CCOc1ccc(S(=O)(=O)N2CCCCC2)c2ccccc12 ?
Kir21 block: -0.77; KCNQ2 inh: inactive

Results for O=C(COc1ccc2c(c1)CCC2)NCc1ccccc1 ?
Kir21 block: -1.09; KCNQ2 inh: inactive

Results for CCC(C(=O)NCCC1=CCCCC1)c1ccccc1 (stereo not given) ?
Kir21 block: -5.64*; KCNQ2 inh: inactive

How did CC1CCN(C(=O)CNC(=O)c2cccc(OC(F)F)c2)CC1 do in these assays?
Kir21 block: 0.65; KCNQ2 inh: inactive

Results for COc1ccc2oc(=O)c(C(=O)N3CCN(c4ccc(F)cc4)CC3)cc2c1 ?
Kir21 block: 0.63; KCNQ2 inh: inactive

How did COc1ccc(Cc2nnc(NC(=O)c3ccccc3C)s2)cc1 do in these assays?
Kir21 block: -0.38; KCNQ2 inh: inactive

Results for CCCCc1nc2ccccc2c(NC(=O)CN(CC)CC)c1CCC ?
Kir21 block: -2.48; KCNQ2 inh: inactive

How did N#Cc1c(-c2ccccc2)[nH]c(=S)[nH]c1=O do in these assays?
Kir21 block: 0.19; KCNQ2 inh: inactive

What do the screens show for `Cc1occc1C(=O)NNC(=O)c1cccc(F)c1`?
Kir21 block: -0.71; KCNQ2 inh: inactive

What do the screens show for `Cc1ccc(N2CCN(S(=O)(=O)N(C)C)CC2)cc1Cl`?
Kir21 block: -0.48; KCNQ2 inh: inactive

How did O=C(NCC(=O)N1CCCC(C(F)(F)F)C1)c1ccccc1Br (stereo not given) do in these assays?
Kir21 block: -1.15; KCNQ2 inh: inactive

What do the screens show for `CC(=O)c1ccc(NC(=O)CSCC(=O)Nc2ccc3ccccc3c2)cc1`?
Kir21 block: 1.28; KCNQ2 inh: inactive

Results for O=C(O)c1ccccc1N/N=C\c1ccnc2ccccc12 ?
Kir21 block: 2.7; KCNQ2 inh: inactive

How did Cc1ccccc1C(=O)NCCCc1ccccc1 do in these assays?
Kir21 block: 0.2; KCNQ2 inh: inactive

How did COc1ccccc1OCC(=O)NCCc1nc2ccccc2[nH]1 do in these assays?
Kir21 block: -2.67; KCNQ2 inh: inactive

How did COc1cc(/C=N/NC(=O)c2ccoc2C)cc(OC)c1OC do in these assays?
Kir21 block: -0.58; KCNQ2 inh: inactive

Results for CCCn1nnnc1SCC(=O)NCc1ccccc1 ?
Kir21 block: 0.18; KCNQ2 inh: inactive

Results for CN(C)CC(O)CN1C(=O)NC(C)(C)C1=O (stereo not given) ?
Kir21 block: 0.05; KCNQ2 inh: inactive

How did CN(C)CCCn1c2c(c(SCC(=O)Nc3cccc4ccccc34)nc1=O)CCC2 do in these assays?
Kir21 block: -0.05; KCNQ2 inh: inactive

How did COc1ccc(-c2oc3ccc(N4CCOCC4)cc3c2C#CCO)cc1 do in these assays?
Kir21 block: -0.61; KCNQ2 inh: inactive

What do the screens show for `CC(C)CC1=NC(C(F)(F)F)(C(F)(F)F)c2c(n(CC(C)C)c(=O)[nH]c2=O)N1`?
Kir21 block: 1.05; KCNQ2 inh: inactive

What do the screens show for `COc1ccccc1S(=O)(=O)Cc1ccc(C(=O)NC2CC2)o1`?
Kir21 block: 1.42; KCNQ2 inh: inactive

How did O=C(CSc1ccc(C(F)(F)F)cc1[N+](=O)[O-])NCCOc1ccccc1 do in these assays?
Kir21 block: -0.9; KCNQ2 inh: inactive

What do the screens show for `Oc1ccccc1N1CCN(Cc2ncc(-c3ccccc3)o2)CC1`?
Kir21 block: -0.03; KCNQ2 inh: inactive

How did CCCNC(=O)c1oc2ccc3c(c2c1C)C(O)CC(C)(C)O3 (stereo not given) do in these assays?
Kir21 block: -1.47; KCNQ2 inh: inactive

How did CC[C@@]12C(=O)N(c3cccc(F)c3)C(=O)N1[C@H](c1cccc(C)c1)[C@@H]1C(=O)N(Cc3ccccc3)C(=O)[C@@H]12 do in these assays?
Kir21 block: -0.07; KCNQ2 inh: inactive

What do the screens show for `O=[N+]([O-])c1cccc(-c2ccc(/C=N/NC(=S)Nc3cccc(F)c3)o2)c1`?
Kir21 block: 1.56; KCNQ2 inh: inactive

What do the screens show for `CCOC(=O)C1=C2NC(=O)c3ccccc3N2C(=O)C1`?
Kir21 block: 0.01; KCNQ2 inh: inactive

Results for N#Cc1cc(C(=O)c2ccccc2O)cn(-c2nccs2)c1=O ?
Kir21 block: -2.55; KCNQ2 inh: inactive

Results for CC(CC1C(C#N)=C(N)SC(N)=C1C#N)c1ccccc1 (stereo not given) ?
Kir21 block: 0.5; KCNQ2 inh: inactive

What do the screens show for `CCN1CCN(S(=O)(=O)c2ccc(Cl)c(C(=O)Nc3ccc(OC(F)F)cc3)c2)CC1`?
Kir21 block: -1.15; KCNQ2 inh: inactive

How did C#CCN1C(=O)S/C(=C\c2ccc(-c3ccc(Cl)c(C(=O)O)c3)o2)C1=O do in these assays?
Kir21 block: 1.84; KCNQ2 inh: inactive

How did COc1ccc2nc(NC(=O)c3cccs3)sc2c1 do in these assays?
Kir21 block: -0.26; KCNQ2 inh: inactive

What do the screens show for `COc1cc(CCC(=O)Nc2sccc2C#N)cc(OC)c1OC`?
Kir21 block: 0.01; KCNQ2 inh: inactive

Results for CCCNC(=S)Nc1ccccc1 ?
Kir21 block: -1.5; KCNQ2 inh: inactive

What do the screens show for `NN1C(=O)NC(c2ccccc2)(c2ccccc2)C1=O`?
Kir21 block: -0.8; KCNQ2 inh: inactive

Results for Cc1n[nH]c(=O)c2c(NC(=O)CSc3nn(-c4ccc(F)cc4)c(=S)s3)oc(C)c12 ?
Kir21 block: 0.41; KCNQ2 inh: inactive

How did COC(=O)c1scc(C)c1N1C(=O)c2ccccc2C1=O do in these assays?
Kir21 block: 0.89; KCNQ2 inh: inactive

What do the screens show for `Cc1ccc(C(=O)c2ccccc2C(=O)O)s1`?
Kir21 block: 2.49; KCNQ2 inh: inactive

Results for COc1cccc(CC2CC(=O)N(CCc3ccc4c(c3)OCO4)C2=O)c1 (stereo not given) ?
Kir21 block: -3.74; KCNQ2 inh: inactive

Results for CC(=O)c1ccc(C)cc1OC(=O)c1cccc(F)c1 ?
Kir21 block: 0; KCNQ2 inh: inactive

How did C=CCn1c(Cc2cccs2)nnc1SCC(=O)c1cccc(Br)c1 do in these assays?
Kir21 block: -0.16; KCNQ2 inh: inactive

What do the screens show for `Cc1cc(C(=O)N/N=C/c2c(C)nn(-c3ccccc3)c2Cl)n[nH]1`?
Kir21 block: 0.01; KCNQ2 inh: inactive

How did COc1cccc(Cn2c(OCC3CCCO3)nc3c2c(=O)n(C)c(=O)n3C)c1 (stereo not given) do in these assays?
Kir21 block: 1.27; KCNQ2 inh: inactive

How did O=C(NNC(=O)c1ccccc1Cl)c1ccncc1 do in these assays?
Kir21 block: -0.59; KCNQ2 inh: inactive

Results for O=C(COC(=O)c1ccccn1)NCCCc1ccccc1 ?
Kir21 block: 0.79; KCNQ2 inh: inactive

Results for Cc1cnc(C(=O)Oc2cccc(Cl)c2Cl)cn1 ?
Kir21 block: -0.07; KCNQ2 inh: inactive

Results for CCOCCCNC(=O)CCNC(=O)c1cc(OC)c(OC)c(OC)c1 ?
Kir21 block: 0.83; KCNQ2 inh: inactive

What do the screens show for `COc1cnc(-c2ccccc2)c(-c2ccccc2)n1`?
Kir21 block: 1.53; KCNQ2 inh: inactive

What do the screens show for `COc1ccc2nc(-c3ccccc3)nc(SCC(=O)NCC3CCCO3)c2c1` (stereo not given)?
Kir21 block: -0.43; KCNQ2 inh: inactive

What do the screens show for `CC(C)c1ccc(CNc2ncccn2)cc1`?
Kir21 block: 0.3; KCNQ2 inh: inactive

How did CCC(=O)c1ccc(CCCCCC(=O)O)s1 do in these assays?
Kir21 block: 0.29; KCNQ2 inh: inactive

What do the screens show for `CCSc1nnc([C@@H]2CCCN2C(=O)OC(C)(C)C)o1`?
Kir21 block: 0.15; KCNQ2 inh: inactive

How did Cn1c2ccccc2c2c(C(=O)NCc3ccco3)cn(C3CCCCC3)c(=O)c21 do in these assays?
Kir21 block: 0.53; KCNQ2 inh: -9.78*

What do the screens show for `CCOc1ccc2nc(NC(=O)CN3CCN(c4ccccn4)CC3)sc2c1`?
Kir21 block: 1.78; KCNQ2 inh: inactive

What do the screens show for `CC1CC(C)CN(C(=O)c2ccc(S(=O)(=O)N3CCCCC3)cc2)C1` (stereo not given)?
Kir21 block: 1.48; KCNQ2 inh: inactive

How did Cc1ccc(C2=NN(C(=O)CCC(=O)O)C(c3ccc4c(c3)OCO4)C2)cc1 (stereo not given) do in these assays?
Kir21 block: -0.92; KCNQ2 inh: inactive

How did c1ccc(C2CC(c3ccccc3)n3ncnc3N2)cc1 (stereo not given) do in these assays?
Kir21 block: 2.21; KCNQ2 inh: inactive

How did C/C(=N\NC(=O)c1ccc(CSc2nncn2C)cc1)c1ccc2ccccc2c1 do in these assays?
Kir21 block: -1.1; KCNQ2 inh: inactive

Results for O=C(NCc1cc([N+](=O)[O-])ccc1O)c1cccnc1Sc1ccccc1 ?
Kir21 block: 0.74; KCNQ2 inh: inactive

What do the screens show for `COc1ccccc1C(=O)NC(=O)COc1cc(Cl)ccc1Cl`?
Kir21 block: 2.5; KCNQ2 inh: inactive

Results for Fc1c(F)c(F)c(N/N=C/c2c[nH]c3ccccc23)c(F)c1F ?
Kir21 block: 0.05; KCNQ2 inh: inactive

Results for COc1nc(OC)nc(N2CCCCCC2)n1 ?
Kir21 block: 0.88; KCNQ2 inh: inactive

Results for CCOC(=O)/C=C1\SCC(=O)N1CC(=O)NCCc1ccc(F)cc1 ?
Kir21 block: 0.53; KCNQ2 inh: inactive

How did COc1ccc2c(c1)-c1c(ssc1=S)C(C)(C)N2 do in these assays?
Kir21 block: -0.59; KCNQ2 inh: inactive

Results for Cc1ccc(Cl)c2c1NC(=O)C2(O)CC(=O)c1ccccc1O (stereo not given) ?
Kir21 block: 0.34; KCNQ2 inh: inactive

How did COCCSc1nnc(NC(=O)c2ccc(NC(C)=O)cc2)s1 do in these assays?
Kir21 block: 0.54; KCNQ2 inh: inactive

What do the screens show for `COc1ccc(CCNC(=O)C2CCCN(c3nn4c(=O)cc(C)nc4s3)C2)cc1OC` (stereo not given)?
Kir21 block: -0.02; KCNQ2 inh: inactive

What do the screens show for `CCn1cc(C(=O)NCCCN2CCCCCC2)c(=O)c2cc(S(=O)(=O)N3CCc4ccccc4C3)ccc21`?
Kir21 block: -1.69; KCNQ2 inh: inactive

Reprinted at random: seven entries already listed.
Results for CCOC(=O)/C=C1\SCC(=O)N1CC(=O)NCCc1ccc(F)cc1 ?
Kir21 block: 0.53; KCNQ2 inh: inactive

How did C/C(=N\NC(=O)c1ccc(CSc2nncn2C)cc1)c1ccc2ccccc2c1 do in these assays?
Kir21 block: -1.1; KCNQ2 inh: inactive

What do the screens show for `COc1ccccc1C(=O)NC(=O)COc1cc(Cl)ccc1Cl`?
Kir21 block: 2.5; KCNQ2 inh: inactive

How did c1ccc(C2CC(c3ccccc3)n3ncnc3N2)cc1 (stereo not given) do in these assays?
Kir21 block: 2.21; KCNQ2 inh: inactive

How did COCCSc1nnc(NC(=O)c2ccc(NC(C)=O)cc2)s1 do in these assays?
Kir21 block: 0.54; KCNQ2 inh: inactive

How did COc1ccc2c(c1)-c1c(ssc1=S)C(C)(C)N2 do in these assays?
Kir21 block: -0.59; KCNQ2 inh: inactive

Results for O=C(NCc1cc([N+](=O)[O-])ccc1O)c1cccnc1Sc1ccccc1 ?
Kir21 block: 0.74; KCNQ2 inh: inactive

Following part
Results for CCC(=O)Nc1ccc(NCc2cccs2)cc1 ?
Kir21 block: 0.94; KCNQ2 inh: inactive

Results for COC(=O)Nc1ccc(S(=O)(=O)N(C)CC(F)(F)C(F)F)cc1 ?
Kir21 block: -0.51; KCNQ2 inh: inactive

Results for O=C(COc1ccccc1)NNc1nc2c(F)cc(F)cc2s1 ?
Kir21 block: 0.66; KCNQ2 inh: inactive

How did Cc1nn(-c2ccccc2)c(CC(C)(C)C(=O)O)c1C(=O)O do in these assays?
Kir21 block: -0.89; KCNQ2 inh: inactive

What do the screens show for `COc1ccc(S(=O)(=O)N(CC(=O)NCc2ccncc2)c2ccc(C)cc2)cc1Br`?
Kir21 block: -0.3; KCNQ2 inh: inactive

Results for C#CCOCCOCCOCCNc1nc(N2CCN(C(=O)C(Cc3ccc(O)cc3)n3cc(C(N)CC(C)C)nn3)CC2)nc(N2CCN(C(=O)C(Cc3cc4ccccc4[nH]3)n3cc(C(N)C(C)CC)nn3)CC2)n1 (stereo not given) ?
Kir21 block: 0.55; KCNQ2 inh: inactive

How did CCOC(=O)N1CCN(C(=O)CSCC(=O)Nc2nc(-c3ccc(-c4ccccc4)cc3)cs2)CC1 do in these assays?
Kir21 block: 0.46; KCNQ2 inh: inactive

What do the screens show for `COc1cc(/C=N/NS(=O)(=O)c2ccc(C)c([N+](=O)[O-])c2)ccc1O`?
Kir21 block: -0.99; KCNQ2 inh: inactive

Results for CNC(=O)c1ccsc1NC(=O)CCS(=O)(=O)c1ccc(Cl)cc1 ?
Kir21 block: 1.67; KCNQ2 inh: inactive

What do the screens show for `Cc1cc(=O)[nH]c(Nc2c(C)n(C)n(-c3ccccc3)c2=O)n1`?
Kir21 block: 0.77; KCNQ2 inh: inactive

How did CSc1ccc(CCNC(=O)CSc2ccsc2[N+](=O)[O-])cc1 do in these assays?
Kir21 block: 0.03; KCNQ2 inh: inactive
